Pf apPOL block: Pf-apPOL DNA polymerase inhibition | inhibition, % at 10 µM | 210,000 tested, 0.25% active | Recombinant Pf-apPOL, molecular beacon fluorescence, 1.5 h
mHTT CaM bind: disrupts binding of mutant huntingtin to calmodulin; P42858; AlphaScreen His-mHTT/GST-CaM binding, luminescence; inhibition, % at 15 µM; 190,000 tested, 3.6% active; AID 1671202;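 note: 0% = both proteins with DMSO and 100% = one protein alone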
* = called active by the depositor; . = not tested or not shown; & = joins results of further samples. Cut-off read from the data, not from the text of the source: active = inhibition above about 50%; inactive = the rest.

SMILES	Pf apPOL block	mHTT CaM bind
COc1ccc(Cl)cc1NC(=O)C(C)(C)Oc1ccc(Cl)cc1	-2	-113
Cc1cccc(N2CCN(Cc3nc4cc(C)c(C)cc4[nH]c3=O)CC2C)c1 (centres undefined)	-2	21
O=C(Nc1ccc(F)cc1)Nc1ccc2nncn2c1	4	-6
O=C(NC1CCCCC1)c1ccn2c(-c3cc(F)cc(F)c3)nnc2c1	-3	2
O=[N+]([O-])c1ccc(N2CCCC2)c(OCCO)c1	2	17
O=C(NCC(F)(F)F)C1CCN(C(=O)Cc2ccc(Cl)cc2)CC1	-40	-6
CS(=O)(=O)c1cccc(C(=O)Nc2nc3cc([N+](=O)[O-])ccc3s2)c1	4	-5
CCc1ccc(C2=CC(c3ccc(OC)c(OC)c3)n3ncnc3N2)cc1 (centres undefined)	-11	41
O=C(C1CC1)N1CCc2cc(S(=O)(=O)Nc3ccc(OC(F)(F)F)cc3)ccc21	1	-4
Cc1c(Cl)cccc1NS(=O)(=O)c1ccc(Br)cc1	6	-18
CC(C)NC(=O)c1ccc(OCC2CCCN(C(=O)C3CCCC3)C2)cc1 (centres undefined)	-5	0
CN(C)C1CN(C(=O)c2ccc(C#N)cc2)CCC1(O)c1ccccc1 (centres undefined)	27	0
COc1ccc(NC(=O)CC2Nc3ccccc3NC2=O)c([N+](=O)[O-])c1 (centres undefined)	3	3
Cc1onc(-c2ccccc2)c1C1=N/C(=C\c2cccc(Br)c2)C(=O)O1	0	3
O=C1C=C(Nc2cccc(Br)c2)CC(c2ccccc2)C1 (centres undefined)	12	-4
CC(C)OC(=O)COc1ccc2c(c1)OC(=Cc1ccc(Cl)cc1)C2=O	2	-4
Cc1ccc(NC(=O)Cn2c(=O)n(-c3ccccc3)c3ncccc32)cc1	1	0
O=C(Nc1ccc(F)cc1Cl)C1CCc2sc(C(=O)N3CCOCC3)cc2C1 (centres undefined)	1	-1
Cc1ccc(S(=O)(=O)n2ccc(C)n2)cc1	-1	0
CCc1ncc(C(O)c2cccc(OC)c2OC)n1C (centres undefined)	0&-1	1&-2
COc1ccc(OC)c(C=C2Oc3c(ccc(O)c3CN3CCCCC3C)C2=O)c1 (centres undefined)	-5	-1
CCc1ccc(N2CC(C(=O)NC(C)CC)CC2=O)cc1 (centres undefined)	-1	-1
COc1ccc(CC(=O)Nc2ccc(-c3cn4ccsc4n3)cc2)cc1OC	-3	-1
Cc1cc(C)cc(C(=O)N2CCCC3(C2)NC(=O)N(Cc2ccc(Cl)cc2)C3=O)c1 (centres undefined)	-5	6
COc1ccc(NS(=O)(=O)c2c(C)cc(C)nc2Cl)cc1	-4	1

Other compounds.
SMILES	Pf apPOL block	mHTT CaM bind
O=C1CN(C(=O)c2cccc(Br)c2)C(c2ccc(F)cc2)c2cc(F)ccc2N1 (centres undefined)	-2	24
O=C(Nc1ccccc1[N+](=O)[O-])c1ccc(Cl)c(S(=O)(=O)NCc2ccco2)c1	54*	29
Cc1cccc(C)c1NC(=O)c1c(C)sc2c(=O)n(C3CC3)cnc12	-1	-3
Cc1cc(C)n(-c2nc3ccccc3s2)n1	-6	-27
COc1ccc(CCNC(=O)COc2cc(C)ccc2C)cc1	-7	-8
O=C(NCc1cnccn1)c1ccnc(N2CCNC(c3ccccc3)C2)c1 (centres undefined)	1	70*
C=CCOc1ccc(/C=c2\sc3nc(-c4ccccc4)nn3c2=O)cc1OC	9	-1
Cc1ccc2c(c1)C(=O)NC1(CCN(C(=O)Cc3ccc(Cl)cc3)CC1)N2C	-2	20
O=C(c1cnn2ccc(C3CCN(C(=O)C4CCC4)CC3)cc12)N1CCOCC1	0	-1
CCC(=O)N1CCc2ccccc2C1C(=O)NCc1ccccc1Br (centres undefined)	-3	-6
CCCCC(=O)N1CC(c2nc(-c3cccnc3)no2)C2(CCOCC2)C1 (centres undefined)	-7	-4
Cc1cccc(C2CCCN2C(=O)Nc2ccccc2C)c1 (centres undefined)	-11	-8
CC1(C)Cc2ccccc2C2=NNC(=O)C2=N1	-2	11
O=C(NC(=O)c1ccc([N+](=O)[O-])s1)Nc1ccc(F)cc1	0	.
O=C(NCc1ccc(N2CCCC2)nc1)c1ccoc1	-2	4
O=c1cc(O)c2sc3nc4c(c(C(F)(F)F)c3c2[nH]1)CCCCC4	.	-3
N#Cc1cccc(CN2CCC(c3nc(C4CC4)n[nH]3)CC2)c1	4	12
CCCn1ncc(N2CCC(C(=O)Nc3cccc(C)c3)CC2)cc1=O	2	4
CNc1ccc([N+](=O)[O-])cc1-n1cnc(-c2ccccc2)c1	-5	7
CCc1nc2c(c(=O)[nH]1)C1(CCCCC1)Cc1ccccc1-2	-4	0
Oc1ccc(Br)cc1C=NCc1ccncc1	-8	.
CC(C)CN(CC(C)C)C(=O)C12CCC(C)(C(=O)C1)C2(C)C (centres undefined)	-5	-4
CN1C(=O)/C(=C2\SC(=S)N(CCS(=O)(=O)O)C2=O)c2ccccc21	.	9
Cc1ccc(NC(=O)N2CCC(c3nc(C(=O)N4CCCC4)c(C)o3)CC2)cc1	-2	-2
COc1cccc(-c2cc(C3CCN(S(=O)(=O)c4ccccc4)CC3)[nH]n2)c1	-3	6

The listing continues:
SMILES	Pf apPOL block	mHTT CaM bind
O=C(CC1CCN(S(=O)(=O)c2cccs2)CC1)NCc1ccco1	0	-4
Cc1ccc2ncn(C3CCN(S(=O)(=O)c4ccc(F)c(F)c4)CC3)c(=O)c2c1	1	-2
CCOC(=O)/C=C/CN(C(=O)OC(C)(C)C)S(=O)(=O)N1CC=CC1	-5	-12
Cc1ccc(S(=O)(=O)N2CCC3(CC2)NCCN=C3NC2CCCCCC2)cc1C	0	2
CCOc1ccc(-n2nc(C(=O)Nc3ccccc3C(F)(F)F)c3ccccc3c2=O)cc1	2	-7
O=C1CCc2cc(NC(=O)c3ccc(OC(F)(F)F)cc3)ccc2N1	-11	2
O=C1N=C(N2CCOCC2)S/C1=C/c1ccccc1O	-6	3
COc1ccc(-c2ncc3c(n2)CCN(C(=O)Nc2ccc(C)cc2Cl)C3)cc1	-4	-6
CCNC(=O)N1CCCC(c2cccc(C(=O)NCc3cccc(F)c3)c2)C1 (centres undefined)	-7	-4
O=c1nc(/C=C/c2ccc3c(c2)OCO3)cc(C(F)(F)F)[nH]1	0	25
Cc1nc(-c2ccc(C(=O)N3CCCCCC3)cc2)cs1	-2	-5
O=C(Nc1ccc2c(c1)OCO2)c1cc2n(n1)C(C(F)(F)F)CC(c1ccco1)N2 (centres undefined)	2	3
O=C(COc1coc(CN2CCc3ccccc32)cc1=O)NCc1ccco1	20	20
NNc1nc(N2CCOCC2)nc(N2CCOCC2)n1	5	-1
Cc1c(Cl)cccc1NC(=O)N1CCC(N2CCN(Cc3ccccc3)C2=O)CC1	-7	20
CC(C)c1ccc(OCC(O)CN2CCN(c3ccccc3F)CC2)cc1 (centres undefined)	-5&-3	-18&2
CCOC(CCn1c(SCC(=O)Nc2ccc(C)cc2)nc2ccccc2c1=O)OCC	-10	14
COc1ccc(CCNC(=O)COc2ccc(C)cc2Br)cc1OC	0	3
NC(=NOC(=O)c1cccc(C(F)(F)F)c1)C1CSCCS1 (centres undefined)	4&23	.
Cc1ccc(C2CC(c3ccccc3)n3nnnc3N2)cc1 (centres undefined)	2	9
CC(O)(CNS(=O)(=O)c1ccc(Cl)s1)c1ccc2c(c1)OCO2 (centres undefined)	-10	-19
CCN(CC)CCNC(=O)C1CCCc2c1[nH]c1c(C(=O)O)cccc21 (centres undefined)	5	-5
O=c1ccc2cc(N=Cc3cc(Cl)cc(Cl)c3O)ccc2o1	8	.
C#CCOc1c(Cl)cc(C2C3=C(CCCC3=O)NC3=C2C(=O)CCC3)cc1OCC	-6&-4	11&19
Cc1c(Cl)cccc1NC(=O)c1ccc(-c2cccc([N+](=O)[O-])c2)o1	-1	16

(further entries)
SMILES	Pf apPOL block	mHTT CaM bind
O=c1oc2ccc(Br)cc2cc1-c1nc2sc3c(c2c(=O)[nH]1)CCCC3	-6	-3
O=S(=O)(c1ccc(Cl)cc1)N1CCC2(CC1)NCCN=C2NC1CCCCC1	-5	-8
Cc1ccc(C(=O)NCCN(C)C)cc1	-3	-4
O=c1ccc(-c2ccc3c(c2)OCO3)nn1CCc1nc(-c2ccccn2)no1	-3	2
COc1ccc(N=Cc2ccc(O)c3c2OC(N)=C(C#N)C3c2cccc([N+](=O)[O-])c2)cc1 (centres undefined)	-6	99*
Cc1nn(Cc2nnc(SCc3c(Cl)cccc3Cl)n2C)c(C)c1[N+](=O)[O-]	-4	.
O=C(c1ccc(OCC2CCCN2C(=O)c2ccccc2C(F)(F)F)cc1)N1CCCC1 (centres undefined)	29	3
Cc1ccn(-c2ccc(C(=O)N3CCSCC3)cn2)n1	0	-8
C(=Nc1ccccc1N=Cc1c[nH]c2ccccc12)c1c[nH]c2ccccc12	.	13
O=C(CC1(O)C(=O)N(Cc2ccc(Cl)cc2)c2ccccc21)c1ccc([N+](=O)[O-])cc1 (centres undefined)	-9	86*
COc1ccc(CN2c3ccccc3C(=O)CS2(=O)=O)cc1OC	-4	-10
O=C(NC(=S)NC1CCCCC1)C12CC3CC(CC(C3)C1)C2	.	-1
O=C(Nc1ccc(O)c(-c2nc3ccccc3o2)c1)c1ccccc1Br	18	8
COc1ccc(C2C(C(=O)Nc3ccc(Cl)cc3)=C(C)Nc3nnnn32)c(OC)c1 (centres undefined)	-2	38
Cc1cccc(C(=O)O)c1NC(=O)c1ccc2c(c1)C(=O)N(CC(C)C)C2=O	-4	8
CC(C)CCSc1c(C(C)C)cnc2c1c(=O)n(C)c(=O)n2C	-3	-15
Cc1cccc(S(=O)(=O)N2CC3CN(C(=O)c4cnccn4)CC(C2)O3)c1	-10	-6
COCCn1c(C(CNc2cccc(C)c2)CC(=O)O)nc2ccccc21 (centres undefined)	-7	-4
CC(O)Cc1n[nH]c(=S)n1C (centres undefined)	.	-4
CC(C)(C)c1ccc(C(N)=NOC(=O)CCOc2ccc(F)cc2)cc1	-6&-19	.
O=C(c1ccc2nc(-c3ccco3)c(-c3ccco3)nc2c1)N(CCO)c1ccccc1	2	67*
O=C(NCCCN1CCCC1=O)C1CN(C(=O)c2cccs2)CC12CCCCC2 (centres undefined)	0	8
COC1=CC(C)C2CC3OC(=O)CC4C(C)=C(OC)C(=O)C(C2(C)C1=O)C34C (centres undefined)	-7	.
O=C(OCc1cc(-c2ccc3c(c2)OCCO3)on1)c1ccc2nsnc2c1	-1	-19
CSc1cccc(N2C(=O)NC3CC2(C)Oc2ccc(Br)cc23)c1 (centres undefined)	-4	36

Following part:
SMILES	Pf apPOL block	mHTT CaM bind
COc1cccc(NC(=O)Nc2nnc(Cc3ccc(Cl)cc3)s2)c1	-3	0
OC(COc1ccc(Cl)cc1Cl)CN1CCN(Cc2ccccc2)CC1 (centres undefined)	0	9
Cc1ccccc1NC(=O)C1(C)Oc2cccnc2NC1=O (centres undefined)	-5	-6
Cn1nc(-c2nc(Cc3ccccc3)no2)c2c1CCN(C(=O)Cc1ccsc1)C2	-1	31
CCOC(=O)c1ccc(NC(=O)NC23CC4(C)CC(C)(CC(C)(C4)C2)C3)cc1	-8	-6
CCn1c(SCc2ccccc2)nc(O)cc1=O	-3	1
COc1ccc(C2=NN(C(=O)CCC(=O)O)C(c3cccc(OC)c3OC)C2)cc1OC (centres undefined)	0	1
Cc1c(C(=O)Nc2ncn[nH]2)cccc1[N+](=O)[O-]	1	2
CCCc1nc2cccnc2n1C1CCN(C(=O)c2ccncc2)C1 (centres undefined)	3	0
Cc1ccsc1C1C(C#N)=C(N)OC2=C1C(=O)CC(c1ccccc1)C2 (centres undefined)	2	5
CCSC1=NSC2=NC(=O)/C(=C\c3cccc([N+](=O)[O-])c3)C(=N)N12	4	6
Cn1c(/C=C/c2ccc(Br)cc2)c([N+](=O)[O-])c(=O)n(C)c1=O	-4	2
CCCN(Cc1c(F)cccc1F)CC1CC1	-3	-2
CCC1=NN(C(=O)c2cccc([N+](=O)[O-])c2)C(O)(c2ccc(Cl)cc2)C1 (centres undefined)	-2	77*
CC(=O)Nc1ccc(NC(=O)c2cc(Br)ccc2Cl)cc1	4	-1
COc1c(C)cc(-c2ccc3nc(C(=O)NCc4ccncc4)cn3c2)cc1C	4	28
CCCNC(=O)c1cc(N2CCCC2)n2nccc2n1	-4	-27
CC(C)CC1C(=O)N(Cc2cn(Cc3ccco3)nn2)CCS(=O)(=O)N1Cc1ccc(-c2ccccc2)cc1 (centres undefined)	-4	68*
O=C(O)c1ccc(CNC(=O)C2CCCCC2C(=O)O)cc1 (centres undefined)	0	0

Molecules listed so far that have bromine:
SMILES	Pf apPOL block	mHTT CaM bind
Cc1c(Cl)cccc1NS(=O)(=O)c1ccc(Br)cc1	6	-18
Cc1onc(-c2ccccc2)c1C1=N/C(=C\c2cccc(Br)c2)C(=O)O1	0	3
O=C1C=C(Nc2cccc(Br)c2)CC(c2ccccc2)C1 (centres undefined)	12	-4
O=C1CN(C(=O)c2cccc(Br)c2)C(c2ccc(F)cc2)c2cc(F)ccc2N1 (centres undefined)	-2	24
CCC(=O)N1CCc2ccccc2C1C(=O)NCc1ccccc1Br (centres undefined)	-3	-6
Oc1ccc(Br)cc1C=NCc1ccncc1	-8	.
COc1ccc(CCNC(=O)COc2ccc(C)cc2Br)cc1OC	0	3
O=c1oc2ccc(Br)cc2cc1-c1nc2sc3c(c2c(=O)[nH]1)CCCC3	-6	-3
O=C(Nc1ccc(O)c(-c2nc3ccccc3o2)c1)c1ccccc1Br	18	8
CSc1cccc(N2C(=O)NC3CC2(C)Oc2ccc(Br)cc23)c1 (centres undefined)	-4	36
Cn1c(/C=C/c2ccc(Br)cc2)c([N+](=O)[O-])c(=O)n(C)c1=O	-4	2
CC(=O)Nc1ccc(NC(=O)c2cc(Br)ccc2Cl)cc1	4	-1

The list is partial; count on the stated rates, not on these rows.
